# pPAFAH FP inh: inhibitors of human plasma PAF acetylhydrolase (pPAFAH) | inhibition, % at 3.39 µM | 1.5% of 330,000 active | recombinant pPAFAH, FP-rhodamine probe fluorescence polarization;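 active means inhibition above the mean inhibition across the screen plus 3 SD, cut at about 25% in these data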;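 further: inhibitors block binding of the rhodamine activity-based probe so polarization drops; 0% = enzyme with DMSO and 100% = wells lacking pPAFAH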
# PAFAH1B2 inh: blocks human PAF acetylhydrolase 1b catalytic subunit 2; 1.2% of 340,000 active; P68402; AID 492953; inhibition, % at 3.39 µM; recombinant PAFAH1B2, FP-rhodamine activity probe, fluorescence polarization;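 active means inhibition above the mean of all tested compounds plus 3 SD, cut at about 24% in these data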;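 further: 0% = enzyme with DMSO and 100% = wells lacking PAFAH1B2; many of its hits are not listed in these tables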
# PAFAH1B3 inh: PAFAH1B3 (human) inhibition; inhibition, % at 3.39 µM; 0.28% of 340,000 active; Q15102; recombinant PAFAH1B3, FP-rhodamine probe, fluorescence polarization; AID 492972;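 active means inhibition above the screen-wide average of all tested compounds plus 3 SD, cut at about 25% in these data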;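 further: 0% = enzyme with DMSO only and 100% = wells lacking PAFAH1B3 protein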
# PME-1 primary: PME-1 (human) inhibition | Q9Y570 | recombinant PME-1, FP-Rh probe fluorescence polarization | inhibition, % at 5.9 µM | 0.53% of 320,000 active;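 active means inhibition above the campaign mean of all compounds plus 3 SD, cut at about 26% in these data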;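 further: competitive labeling of PME-1 active site by serine hydrolase directed probe; 0% = PME-1 with DMSO and 100% = wells lacking PME-1 enzyme; inhibitors block probe labeling so polarization falls and inhibition rises; many of its hits are not listed in these tables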
# GSTO1 inh: blocks human GSTO1 in RBBP9 counter-screen | P78417 | recombinant GSTO1, activity-based probe fluorescence polarization | inhibition, % at 5.96 µM | 1.1% of 300,000 active | AID 1974;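 active means inhibition above the campaign mean inhibition plus 3 SD, cut at about 35% in these data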;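 further: 0% = GSTO1-1 with DMSO and 100% = wells lacking GSTO1-1 enzyme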
# Target sequence (P78417 whole entry, looked up): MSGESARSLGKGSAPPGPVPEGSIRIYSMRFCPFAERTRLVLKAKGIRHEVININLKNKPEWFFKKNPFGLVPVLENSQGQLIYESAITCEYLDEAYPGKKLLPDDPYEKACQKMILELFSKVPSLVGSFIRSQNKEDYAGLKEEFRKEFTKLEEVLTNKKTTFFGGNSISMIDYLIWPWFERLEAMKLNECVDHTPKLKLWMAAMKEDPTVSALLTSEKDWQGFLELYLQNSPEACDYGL
# Fam108B inh: counter-screen for RBBP9 inhibitors: inhibitors of mouse Fam108B. recombinant Fam108B, FP-Rh probe fluorescence polarization. inhibition, % at 9.51 µM. 0.33% of 300,000 active. AID 1947;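 active means inhibition above the screen mean inhibition plus 3 SD, computed separately per campaign, cut at about 18% in these data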;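 further: inhibitors lower polarization as less probe binds the enzyme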
# LYPLA1 inh: blocks human lysophospholipase 1, a PME1 counter-screen. O75608. recombinant LYPLA1, FP-Rh probe fluorescence polarization. inhibition, % at 5.9 µM. 0.16% of 320,000 active. AID 2174;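 active means inhibition above the mean of all tested compounds plus 3 SD, set per campaign, cut at about 14% in these data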;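 further: inhibitors block serine hydrolase probe labeling of LYPLA1 so polarization falls; 0% = enzyme with DMSO and 100% = wells lacking LYPLA1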
# PAFAH2 FP inh: inhibitors of human PAFAH2; Q99487; recombinant PAFAH2, FP-rhodamine activity probe, fluorescence polarization; inhibition, % at 3.39 µM; 0.99% of 340,000 active; AID 492956;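 active means inhibition above the mean over all tested compounds plus 3 SD, cut at about 30% in these data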;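 further: inhibitors block probe labeling of enzyme so polarization drops; 0% = enzyme with DMSO and 100% = wells lacking PAFAH2 protein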
# PAD4 FP inh: PAD4 (human) enzyme inhibition; Q9UM07; recombinant PAD4, RCA probe fluorescence polarization; inhibition, % at 6.36 µM; 0.41% of 330,000 active; AID 485272;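 active means percent inhibition above a cutoff equal to the mean of all tested compounds plus 3 SD, cut at about 15% in these data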;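 further: 0% = PAD4 with RCA probe and DMSO and 100% = probe without PAD4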
# Target sequence (Q9UM07 whole entry, looked up): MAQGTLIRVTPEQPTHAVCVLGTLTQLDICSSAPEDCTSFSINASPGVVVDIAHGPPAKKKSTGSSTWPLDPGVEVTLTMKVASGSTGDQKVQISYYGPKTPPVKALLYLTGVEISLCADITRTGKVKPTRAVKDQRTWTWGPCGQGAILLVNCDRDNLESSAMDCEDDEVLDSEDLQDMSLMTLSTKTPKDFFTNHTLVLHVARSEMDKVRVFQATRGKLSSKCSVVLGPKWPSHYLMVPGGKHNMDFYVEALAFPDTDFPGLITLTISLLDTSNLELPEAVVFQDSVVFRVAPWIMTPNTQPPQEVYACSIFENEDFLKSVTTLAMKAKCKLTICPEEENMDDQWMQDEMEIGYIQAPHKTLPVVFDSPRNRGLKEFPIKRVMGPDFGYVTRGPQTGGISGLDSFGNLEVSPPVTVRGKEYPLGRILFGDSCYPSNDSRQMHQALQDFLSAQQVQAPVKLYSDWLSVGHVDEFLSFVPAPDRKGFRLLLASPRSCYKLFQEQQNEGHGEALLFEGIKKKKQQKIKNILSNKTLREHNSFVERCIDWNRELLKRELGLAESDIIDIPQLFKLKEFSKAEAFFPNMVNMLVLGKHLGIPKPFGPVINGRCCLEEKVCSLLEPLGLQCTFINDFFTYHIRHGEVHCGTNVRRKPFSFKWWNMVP
# Starred values were filed as active, the others as inactive; / = not tested or not shown. These rows are one share of the data; rates above refer to the full screens.
SMILES,pPAFAH FP inh,PAFAH1B2 inh,PAFAH1B3 inh,PME-1 primary,GSTO1 inh,Fam108B inh,LYPLA1 inh,PAFAH2 FP inh,PAD4 FP inh
COc1cc(C(=O)OCc2ccccc2C#N)ccc1OCC(=O)N1CCOCC1,3,6,8,1,/,/,4,8,-4
COc1ccc(CN2CCN(Cc3cccn3-c3ncccn3)CC2CCO)c(C)c1C (centres undefined),-5,1,9,-3,9,-2,-1,-4,1
CCOc1ccc(N=NC2C(=O)N(C(N)=S)N=C2C)cc1 (centres undefined),7,3,10,-1,-6,16,3,1,-1
O=C(Nc1csc(Cc2c(Cl)cccc2Cl)n1)NN1CCOCC1,9,9,12,4,0,0,-5,11,4
CCCn1c(/N=C/c2c[nH]c3ccccc23)nc2ccccc21,2,0,-5,5,1,2,0,12,2
CCOC(=O)C1CCCN(c2nc3ccccc3nc2C(C#N)C(=O)OCCOC)C1 (centres undefined),20,-3,-6,-1,-4,-2,3,-1,1
Cc1ccc(NC(=O)CSC2=C(C#N)C(c3ccco3)C3=C(CC(C)(C)CC3=O)N2)cc1 (centres undefined),8,1,4,-3,-3,-2,-7,-2,-4
O=C(Oc1c(Cl)cc(Cl)c2cccnc12)c1cccs1,20,6,7,2,4,-3,-1,1,1
Cc1cc(NC(=O)C2CCCN(S(=O)(=O)c3c(C)noc3C)C2)no1 (centres undefined),-2,1,2,-6,3,-2,0,12,-2
N#Cc1cnn2c(-c3ccccc3)ccnc12,1,-3,8,-6,6,-3,0,-6,1
CCOC(=O)CN(C)C(=O)CCc1nnc(-c2ccc(-c3ccccc3)cc2)o1,5,2,3,-1,6,-3,2,3,-1
COc1ccc(NC(=O)C2=Cc3ccccc3OC2)cc1,4,0,3,-8,-1,3,-1,1,-2
Cc1cc(C)cc(NC(=O)CCc2nc3ccccc3[nH]2)c1,-1,2,3,3,3,2,0,3,-2
CCCCC(NS(=O)(=O)c1ccc(OC)cc1)C(=O)O (centres undefined),7,4,7,-2,3,-1,0,0,6
O=C(CSc1nc2ccccc2c(=O)n1-c1ccc(OC(F)F)cc1)NCc1cccs1,2,6,-3,-6,4,-8,-2,-6,-3
CC(C)Cc1cc(C(=O)N2CCCC(CCC(=O)N(C)CCc3ccccn3)C2)no1 (centres undefined),4,-2,4,-2,0,-5,0,2,1
O=C(NCC1OCCc2ccccc21)c1ccc(NC(=O)c2ccc(Cl)cc2)cc1 (centres undefined),-6,0,3,-18,-7,-18,-15,-8,2
COc1ccccc1OCCCCOc1ccccc1F,2,5,4,-8,2,3,-3,3,0
O=C(N/N=C/c1cccc([N+](=O)[O-])c1)c1ccc(CN2CCOCC2)cc1,4,-6,5,-5,6,-3,1,-16,3
Nc1ccc(-c2cnc3ccccc3n2)cc1,0,/,/,2,2,3,7,/,4
O=C(N/C(=C\c1ccccc1)C(=O)N1CCCCC1)c1ccco1,1,3,0,-3,3,0,-3,-5,-2
Cc1cccc(C(=O)NCCCNC(=O)c2cccnc2)c1,-2,0,10,-3,3,-3,4,-2,3
CCOc1cc(/C=C2\SC(=Nc3ccc(CC)cc3)NC2=O)ccc1OCC(=O)O,-1,12,10,-42,-79,-21,-10,7,-12
COCCNc1nc(CSc2ccccc2)nc2sc(C)c(C)c12,10,0,-4,5,-1,2,0,2,0
CCCn1c(SCc2nc(N)nc(N3CCCCC3)n2)nc2c1c(=O)n(C)c(=O)n2C,10,2,0,4,0,1,3,-2,3

# (continued)
SMILES,pPAFAH FP inh,PAFAH1B2 inh,PAFAH1B3 inh,PME-1 primary,GSTO1 inh,Fam108B inh,LYPLA1 inh,PAFAH2 FP inh,PAD4 FP inh
CCCCc1ccc(NC(=O)CSc2nnc(CNC(=O)c3ccco3)o2)cc1,4,6,6,-2,2,0,2,3,-2
NC(=O)c1ccsc1NC(=O)CN1C(=O)NC2(CCCCC2)C1=O,2,-1,8,-3,/,/,0,-5,2
Cc1ccc(-c2nc(Nc3ccccc3)n[nH]2)cc1,5,-1,-4,41*,-5,0,-1,5,7
N/C(=N\OC(=O)c1ccc(Br)cc1)c1cccc([N+](=O)[O-])c1,9,5,9,-1,2,-5,0,8,1
CCOC(=O)N1CCN(C(=S)Nc2ccccc2C)CC1,1,0,-4,-3,5,3,-2,1,0
CCOC(=O)c1sc(NC(=O)CSc2nnnn2-c2ccc(C)cc2)c(C(=O)OCC)c1C,1,0,-2,-1,2,2,1,-3,1
COc1cccc(CNS(=O)(=O)c2c(C(=O)N3CCCCCC3)c(C)n(C)c2C)c1,4,10,10,2,1,6,1,5,6
CC(C)Nc1ncnc2c1cnn2Cc1ccc(Cl)cc1,-2,8,6,-1,0,2,-1,2,0
Cn1c(N)c(C(=O)COC(=O)c2ccccc2C(=O)c2ccc(Cl)cc2)c(=O)n(C)c1=O,-12,5,5,/,/,/,/,2,-1
COCCNC(=O)C1CC(=O)N(C2CCCC2)C1 (centres undefined),10,-1,4,1,-6,6,-1,6,-5
O=C(O)c1ccc2c(c1)N(Cc1ccccc1)C(=O)c1ccccc1S2=O (centres undefined),0,8,10,-2,-1,1,0,4,-4
O=C(NCc1ccc(F)cc1)c1cc(-c2ccncc2)nc2ccccc12,6,1,-2,4,0,3,-4,-6,-2
COC(=O)CC#N,2,1,6,-5,/,/,1,5,0
CC(C)OC(=O)Nc1ccc(-c2ccc(NC(=O)OC(C)C)cc2Cl)c(Cl)c1,0,4,0,0,9,0,-1,0,0
N#C/C(=C\c1ccc(N2CCCCC2)o1)C(=O)Nc1cccc(Br)c1,9,1,-3,20,1,3,4,-2,-6
CCNS(=O)(=O)c1ccc(CCC(=O)N2CCCC2)cc1,3,3,4,-4,3,0,-4,-8,1
CC(=O)c1ccc(-c2nc3c4ccccc4ccn3c2C(C)=O)o1,5,1,6,5,14,4,2,5,2
COc1ccc(NC2(c3ccccc3)OC(=O)c3ccccc32)cc1 (centres undefined),5,-2,5,-1,0,0,1,5,-2
O=C(NCc1ccccc1)c1ccc(S(=O)(=O)NCc2ccco2)cc1,4,6,5,2,0,2,-1,-8,-3
CC(=O)N1CCN(Cc2nc3ccc(Cl)cc3n2CCO)CC1,2,2,2,2,8,-1,-1,1,-3
O=C(COC(=O)c1ccc(Br)o1)Nc1ccc(F)cc1[N+](=O)[O-],12,5,-1,/,/,/,/,20,1
COc1ccc(CN2CCCN(C)CC2)c(OC)c1C,5,-1,6,4,-3,1,4,0,-1
COc1ccc(CN2c3cc(S(=O)(=O)N4CCOCC4)ccc3N3CCCC32)cc1 (centres undefined),3,-3,-5,-1,-2,4,1,-3,-1
O=C(NC1CC1)c1ccc(CN(c2ccccc2)S(=O)(=O)c2ccccc2)cc1,-3,3,4,1,12,2,-2,2,-8
Cc1cccc(C)c1NC(=O)NC1CC2CCC(C1)N2Cc1cccs1 (centres undefined),0,-3,-1,0,4,2,3,-4,0

# Other structures
SMILES,pPAFAH FP inh,PAFAH1B2 inh,PAFAH1B3 inh,PME-1 primary,GSTO1 inh,Fam108B inh,LYPLA1 inh,PAFAH2 FP inh,PAD4 FP inh
CCn1c(O)c(N=NC(=O)CNC(=O)/C=C/c2ccccc2)c2ccccc21,1,-4,7,-2,-6,-2,3,6,1
O=C(c1ccc(OC2CCN(Cc3ccccn3)CC2)cc1)N1CCC[C@H]1CO,-2,0,6,6,15,1,-1,2,3
Cc1c(C(=O)N(C)Cc2ccc(OC(F)F)cc2)oc2ccccc12,2,2,-1,-2,2,1,0,0,-4
CC(C)(C)NS(=O)(=O)c1ccc(CCC(=O)Nc2ccc3c(c2)OCO3)cc1,4,5,8,0,3,12,-2,3,1
O=C(COc1ccccc1Cl)NCCNC(=O)c1ccncc1,4,1,-1,3,0,3,0,-5,2
CCOc1ccc(Nc2nc3ccccc3n3cnnc23)cc1,-3,7,3,18,4,3,4,-2,0
CCC(CC)C(=O)Nc1cc(C(=O)OC)ccc1C(=O)OC,1,1,1,-2,7,0,-3,-6,-3
Cc1ccc(NC(=O)Nc2ccccc2F)cc1S(=O)(=O)N1CCOCC1,-12,0,8,-6,/,/,-5,1,-1
COc1ccc(/C=N/n2c(=O)[nH]c3c([nH]c4ccc(F)cc43)c2=O)cc1CN1CCCCC1,3,0,-3,2,4,2,-1,-1,0
Cc1cc(C)c(S(=O)(=O)N2CCN(C(=O)C(C)Cn3cncn3)CC2)c(C)c1 (centres undefined),2,6,1,-6,2,-1,2,-3,2
O=C(Cn1ncc2c(=O)oc3ccccc3c21)NCC1CCCO1 (centres undefined),-4,4,5,-1,0,1,-3,1,-2
Cc1cccc(N2CCN(c3nc4nonc4nc3N3CCSCC3)CC2)n1,2,6,14,3,9,4,0,5,0
C=CCn1c(NCc2ccc3c(c2)OCO3)nc2ccccc21,1,6,5,0,8,2,-2,2,-3
COc1ccc(CNC(=O)c2cnn3c(C(F)F)cc(C)nc23)cc1,-3,3,0,-4,-3,2,0,3,5
CCCOc1ccccc1C1CC(=O)NC2=C1C(=O)CCC2 (centres undefined),0,-1,3,1,6,13,0,-2,5
COc1ccc(C(=O)COC(=O)/C=C/c2ccco2)cc1F,7,-2,-2,-2,/,/,-4,9,-4
CC1CCCN(C(=O)CSc2nnc3ccccn23)C1 (centres undefined),-5,0,-6,2,/,/,3,5,-5
CCSc1nc2ccccc2c(=O)n1C1CCOC(C)(C)C1 (centres undefined),-5,-2,9,1,3,3,-5,-4,-5
Cc1ccc(/C=N/N(C)C2=NS(=O)(=O)c3ccccc32)cc1,3,4,9,-1,1,-5,1,-1,-8
Cc1nc(CC(=O)N2CCN(c3cccc(C)c3C)CC2)cs1,2,5,6,0,0,3,-1,0,5
COc1cccc(C(=O)Nc2nc(-c3ccncc3)cs2)c1,-4,-5,3,-7,6,-1,-9,-7,5
CCOC(=O)CSc1nc2sc3c(c2c(=O)[nH]1)CC(C)(C)OC3,5,3,5,2,-9,-3,2,-2,-2
COc1ccccc1N1CCN(C(=O)c2cccc(NC3=NC4CS(=O)(=O)CC4S3)c2)CC1 (centres undefined),0,5,2,-1,-1,-2,-1,-1,0
COCCOC(=O)c1c(NC(=O)CNC2CCCc3ccccc32)sc(C(N)=O)c1C (centres undefined),14,3,-1,2,6,1,3,3,-4
Cc1cccc(/C=N/n2c(C3CCCCC3)n[nH]c2=S)c1,11,4,2,-7,-1,5,2,6,-5
CCOC(=O)c1ccc(NC(=O)c2nc[nH]c2C(=O)N2CCc3ccccc3C2)cc1,4,-1,-3,-4,5,-1,-3,-16,-1
O=C(/C=C/c1ccc(Cl)c(Cl)c1)Nc1cccnc1,-5,-2,11,-55,-13,-8,-17,-7,-1
O=C(COC(=O)c1c[nH]c(=O)[nH]c1=O)Nc1ccccc1Br,2,8,11,0,7,-4,0,-3,1
CCOC(=O)NC1(Nc2cccc(Cl)c2)Oc2ccccc2O1,33*,-3,8,-2,56*,2,-1,-3,0
CCCNC(=O)c1cc2c3ccccc3n(C)c2s1,7,5,8,2,-6,1,7,4,-7

# An excerpt of these results, with values under each structure.
# The line under a structure holds: pPAFAH FP inh | PAFAH1B2 inh | PAFAH1B3 inh | PME-1 primary | GSTO1 inh | Fam108B inh | LYPLA1 inh | PAFAH2 FP inh | PAD4 FP inh
- COc1ccc(C(=O)COC(=O)/C=C/c2ccco2)cc1F
  7 | -2 | -2 | -2 | / | / | -4 | 9 | -4
- CC1CCCN(C(=O)CSc2nnc3ccccn23)C1 (centres undefined)
  -5 | 0 | -6 | 2 | / | / | 3 | 5 | -5
- CCSc1nc2ccccc2c(=O)n1C1CCOC(C)(C)C1 (centres undefined)
  -5 | -2 | 9 | 1 | 3 | 3 | -5 | -4 | -5
